Screening data from PubChem.
PAFAH1B3 FP inh = PAFAH1B3 (human) inhibition; recombinant PAFAH1B3, FP-rhodamine probe, fluorescence polarization; inhibition, % at 3.39 µM; 0.28% of 340,000 active; AID 492972;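 active = inhibition above the screen-wide average of all tested compounds plus 3 SD, cut at about 25% in these data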;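 note: 0% = enzyme with DMSO only and 100% = wells lacking PAFAH1B3 protein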
Target sequence (Q15102 whole entry, looked up): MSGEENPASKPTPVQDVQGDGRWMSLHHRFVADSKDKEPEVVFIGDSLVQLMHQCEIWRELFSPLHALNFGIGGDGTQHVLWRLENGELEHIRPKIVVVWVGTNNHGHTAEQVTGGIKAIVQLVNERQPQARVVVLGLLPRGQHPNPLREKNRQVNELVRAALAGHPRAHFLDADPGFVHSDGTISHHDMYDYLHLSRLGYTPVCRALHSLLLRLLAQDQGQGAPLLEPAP
ZTA counter = ZTA (EBV) inhibition in EBNA-1 counter-screen; P03206; ZTA-DNA binding, fluorescence polarization; inhibition, % at 11 µM; 0.15% of 320,000 active; AID 2234; in the data active = inhibition above about 33%
Target sequence (P03206 whole entry, looked up): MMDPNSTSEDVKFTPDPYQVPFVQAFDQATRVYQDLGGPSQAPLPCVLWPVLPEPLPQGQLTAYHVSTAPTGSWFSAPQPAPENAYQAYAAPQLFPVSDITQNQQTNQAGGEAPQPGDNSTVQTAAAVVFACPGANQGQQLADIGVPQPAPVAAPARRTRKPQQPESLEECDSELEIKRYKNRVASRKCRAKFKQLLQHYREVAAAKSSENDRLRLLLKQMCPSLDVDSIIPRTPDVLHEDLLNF
PAFAH2 FP inh = inhibitors of human PAFAH2; Q99487; recombinant PAFAH2, FP-rhodamine activity probe, fluorescence polarization; inhibition, % at 3.39 µM; 0.99% of 340,000 active; AID 492956;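 active = inhibition above the mean over all tested compounds plus 3 SD, cut at about 30% in these data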;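 note: inhibitors block probe labeling of enzyme so polarization drops; 0% = enzyme with DMSO and 100% = wells lacking PAFAH2 protein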
EBNA-1 inh = blocks EBNA-1 binding to DNA. 0.34% of 300,000 active. inhibition, % at 14.8 µM. EBNA-1 DNA binding, fluorescence polarization; in the data active = inhibition above about 28%
LYPLA2 counter = blocks human lysophospholipase 2, a PME1 counter-screen; O95372; recombinant LYPLA2, FP-Rh probe fluorescence polarization; inhibition, % at 5.9 µM; 0.38% of 320,000 active;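 active = inhibition above the screen-wide mean plus 3 SD, limit set per campaign, cut at about 26% in these data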;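 note: 0% = LYPLA2 with DMSO and 100% = wells lacking LYPLA2 enzyme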
PREPL inh = human PREPL enzyme inhibition. Q4J6C6. recombinant PREPL, fluorescence polarization activity-based probe. inhibition, % at 5.96 µM. 0.68% of 320,000 active; in the data active = inhibition above about 43%;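 note: 0% = enzyme with DMSO and 100% = wells lacking enzyme; many of its hits are not listed in these tables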
pPAFAH FP inh = pPAFAH (human) enzyme inhibition; Q13093; recombinant pPAFAH, FP-rhodamine probe fluorescence polarization; inhibition, % at 3.39 µM; 1.5% of 330,000 active; AID 463082;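 active = inhibition above the mean inhibition across the screen plus 3 SD, cut at about 25% in these data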;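 note: inhibitors block binding of the rhodamine activity-based probe so polarization drops; 0% = enzyme with DMSO and 100% = wells lacking pPAFAH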
PAFAH1B2 FP inh = blocks human PAF acetylhydrolase 1b catalytic subunit 2. P68402. recombinant PAFAH1B2, FP-rhodamine activity probe, fluorescence polarization. inhibition, % at 3.39 µM. 1.2% of 340,000 active;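 active = inhibition above the mean of all tested compounds plus 3 SD, cut at about 24% in these data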;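 note: 0% = enzyme with DMSO and 100% = wells lacking PAFAH1B2; many of its hits are not listed in these tables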
Target sequence (P68402 whole entry, looked up): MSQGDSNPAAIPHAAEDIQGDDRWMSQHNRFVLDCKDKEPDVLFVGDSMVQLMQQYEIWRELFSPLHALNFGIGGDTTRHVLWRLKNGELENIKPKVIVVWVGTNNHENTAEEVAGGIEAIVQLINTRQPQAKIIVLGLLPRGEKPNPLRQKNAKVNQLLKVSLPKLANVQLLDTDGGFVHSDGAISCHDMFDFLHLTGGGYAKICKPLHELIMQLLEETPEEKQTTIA
LYPLA1 counter = blocks human lysophospholipase 1, a PME1 counter-screen | 0.16% of 320,000 active | recombinant LYPLA1, FP-Rh probe fluorescence polarization | O75608 | AID 2174 | inhibition, % at 5.9 µM;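 active = inhibition above the mean of all tested compounds plus 3 SD, set per campaign, cut at about 14% in these data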;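 note: inhibitors block serine hydrolase probe labeling of LYPLA1 so polarization falls; 0% = enzyme with DMSO and 100% = wells lacking LYPLA1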
Target sequence (O75608 whole entry, looked up): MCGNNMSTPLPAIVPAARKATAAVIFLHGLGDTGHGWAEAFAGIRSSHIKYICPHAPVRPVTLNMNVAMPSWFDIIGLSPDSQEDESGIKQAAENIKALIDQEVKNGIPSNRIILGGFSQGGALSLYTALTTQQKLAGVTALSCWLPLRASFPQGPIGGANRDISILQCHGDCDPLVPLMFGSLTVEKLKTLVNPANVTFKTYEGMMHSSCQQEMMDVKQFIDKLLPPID
* = called active by the depositor; nt = not tested or not shown. A portion of the library; the hit share may differ from the screen's.

Results follow in this order: PAFAH1B3 FP inh	ZTA counter	PAFAH2 FP inh	EBNA-1 inh	LYPLA2 counter	PREPL inh	pPAFAH FP inh	PAFAH1B2 FP inh	LYPLA1 counter
O=C(Nc1ccccc1N1CCCCC1)c1cccc(OC(F)F)c1
  2.6	9.4	1.9	-5.9	-12.1	-1.9	1.3	3.6	-2.4
CC(=O)Nc1ccc(C2=NN(CC#N)C(=O)SC2)cc1
  3.5	7.9	-1.1	-9.1	8.9	14.9	0.5	4.4	-0.1
Cc1ccccc1OCc1nc2ccccc2c(=O)n1/N=C/c1c[nH]c2ccccc12
  0.3	-1.6	-10.9	2.8	-14.1	7.5	1.3	-1.7	-15.9
CCCN(c1ccc(OCC)cc1)c1ncnc2nc[nH]c12
  5.1	2.6	9.2	-0.5	0.7	16.5	-2.0	3.0	-0.8
Cc1ccc(CCNS(=O)(=O)c2cc(Br)cnc2N)cc1
  -0.8	3.2	4.4	0.3	-0.4	-21.1	1.3	15.3	0.3
CC(NC(=O)CCCOc1ccc(Cl)cc1)c1ccccc1 (stereo unspecified)
  -0.1	5.4	-6.8	4.5	4.4	1.9	7.7	0.8	1.1
N=c1n(Cc2ccccc2)c2ccccc2n1CC(O)c1ccccc1 (stereo unspecified)
  3.9	4.2	-2.2	0.9	-0.5	43.4*	-2.3	0.2	-2.5
CC(C)CCNC(=O)c1ccc(OC2CCN(S(=O)(=O)N(C)C)CC2)cc1
  9.2	-5.4	2.1	3.8	7.0	13.2	1.5	5.7	-1.5
COc1cc(C2C(C#N)=C(N)OC3=C2C(=O)CCC3)cc2c1OCO2 (stereo unspecified)
  4.6	-8.4	-1.5	-0.4	1.8	22.4	3.7	-3.5	-4.2
CCCCN(C(=O)c1ccc(COc2ccccc2)o1)c1c(N)n(CC(C)C)c(=O)[nH]c1=O
  -2.2	5.5	-3.5	nt	-3.4	7.1	-0.6	2.9	-3.3
O=C(C1CCN(c2nnc(-n3cccc3)s2)CC1)N1CCc2ccccc2C1
  6.5	-3.4	14.6	-3.2	19.8	36.0	5.4	0.0	-2.1
Cc1c(C(=O)N2CCOCC2)oc2ccccc12
  9.4	-8.4	-1.3	nt	-4.4	4.3	-3.7	-2.2	-5.1
COc1ccc(CN(C)C2CCCCC2)cc1
  -0.1	20.4	0.9	6.7	-3.3	8.4	0.5	1.1	-2.8
COc1ccc2sc(-c3ccc(SC)cc3)c(C#CC(C)(C)O)c2c1
  -3.0	11.2	-8.9	nt	-12.9	30.5	-2.7	3.2	-10.4
Cc1ccc(-n2c(SCC(N)=O)nnc2-c2ccc(S(=O)(=O)N3CCCCC3)cc2)c(C)c1
  9.9	0.6	-1.0	-8.6	-2.7	10.1	6.7	3.8	0.3
Cc1cc(OCCn2ccnc2)ccc1C(C)C
  -4.4	-12.9	-3.9	10.3	2.7	3.4	-0.7	5.7	-3.3
O=C(COc1nsnc1N1CCOCC1)Nc1ccc(Cl)cc1
  6.9	-1.8	4.2	-3.7	-0.5	8.1	-0.6	1.4	1.3
CC(C)C(=O)Nc1nnc(SCC(=O)N2C(C)CCCC2C)s1 (stereo unspecified)
  -0.3	-5.7	10.0	-6.3	-8.0	7.6	-2.5	5.1	-2.0
CCOc1ccccc1NC(=O)COc1coc(CN2CCCc3ccccc32)cc1=O
  7.6	12.5	4.7	-2.6	-1.8	4.8	1.5	10.3	-2.6
COc1ccccc1N1CCN(CC(=O)c2ccc3ccn(C(C)=O)c3c2)CC1
  3.4	-5.2	-11.2	0.6	-2.8	1.6	3.9	0.2	-2.9
CSC1=NCCN1S(=O)(=O)c1ccc2ccccc2c1
  1.6	-14.2	5.3	2.2	7.4	10.2	0.1	-0.2	3.0
CCOC(=O)c1c(-c2ccc(C)o2)csc1NC(=S)NC(=O)c1cccs1
  -24.7	11.2	-21.4	6.2	-28.9	-18.5	-5.9	-13.7	-21.4
Cc1cc(C)cc(N(C(=O)c2csnn2)C(C(=O)NC(C)(C)C)c2ccncc2)c1 (stereo unspecified)
  4.5	8.3	-1.8	-11.2	-4.5	6.0	2.6	8.2	3.3
O=C(Cn1cnc2ccccc2c1=O)NCCC(=O)Nc1ccc2c(c1)OCCO2
  0.8	-4.0	5.4	6.7	0.2	3.8	2.2	3.4	-0.5
O=C(Nc1ccc(N2CCCCC2)cc1)c1cncc(Br)c1
  -1.4	1.2	13.0	-1.3	10.8	13.2	4.7	-6.1	-0.9
Cc1ccccc1C=O
  0.2	5.9	1.7	nt	-1.8	4.0	-0.3	-2.9	1.3
COC(=O)c1cc(-c2cccc([N+](=O)[O-])c2)c2c(=O)n(C)c(=O)n(C)c2n1
  -0.6	-6.2	-7.2	-4.8	7.8	-3.1	-4.1	5.2	1.5
N#Cc1cc(-c2ccccc2)cnc1Cl
  4.2	-10.1	5.1	2.4	4.2	-12.7	4.8	1.8	-0.4
Cc1cccc(NC(=O)CSc2nncn2-c2ccccn2)c1
  2.0	3.7	-1.7	-4.6	3.5	-4.5	1.2	-2.9	0.7
CC(C)(C)NC(=O)NCC1CCCC1NC(=O)NC(C)(C)C (stereo unspecified)
  5.8	-2.4	3.0	-16.1	1.6	9.1	-0.9	2.7	-1.5

Further results follow.
Field names – A = PAFAH1B3 FP inh; B = ZTA counter; C = PAFAH2 FP inh; D = EBNA-1 inh; E = LYPLA2 counter; F = PREPL inh; G = pPAFAH FP inh; H = PAFAH1B2 FP inh; I = LYPLA1 counter
Cc1nc2ccccc2n1CC(=O)NC1CCCCCC1
  A: 0.0; B: -8.8; C: -2.9; D: -0.4; E: -4.0; F: -6.1; G: -1.0; H: 3.4; I: -6.2
OCCNCc1ccc(OCc2ccc(Cl)cc2Cl)cc1
  A: 7.5; B: -1.6; C: 3.7; D: 3.2; E: -0.3; F: 15.7; G: 1.9; H: 2.6; I: 1.7
COC(=O)c1sccc1NC(=O)c1ccc(Br)o1
  A: 9.7; B: 3.1; C: 4.8; D: 5.2; E: 3.5; F: -4.8; G: -2.5; H: 2.6; I: -3.1
CNC(=S)N1N=C(c2ccc(Br)cc2)CC1c1ccc(OC)cc1 (stereo unspecified)
  A: -0.5; B: -3.5; C: -2.7; D: 5.8; E: -2.5; F: 9.1; G: -1.4; H: -3.2; I: -3.8
CCNC(=S)N1CCN(S(=O)(=O)/C=C/c2ccccc2)CC1
  A: 3.4; B: -0.3; C: 4.9; D: -12.9; E: -1.4; F: 0.9; G: 2.3; H: 2.8; I: -3.7
Cc1cc(NC(=O)c2ccccc2)cc(NC(=O)c2ccccc2)c1C
  A: 3.9; B: -0.5; C: -7.0; D: 3.4; E: 1.2; F: 8.1; G: -3.2; H: -0.3; I: 1.0
Cc1ccc2[nH]c3c(N4CCOCC4)ncnc3c2c1
  A: 11.9; B: 5.8; C: 4.5; D: -0.9; E: 4.6; F: 12.5; G: 4.0; H: 8.8; I: -2.1
O=C(CN1C(=O)/C(=C/c2ccccc2Cl)SC1=S)NC1CCS(=O)(=O)C1 (stereo unspecified)
  A: 5.0; B: 4.6; C: 8.7; D: -2.8; E: -3.8; F: 19.4; G: 2.0; H: 3.9; I: -1.4
O=C(CCNC(=O)c1ccco1)NCCN1C(=O)S/C(=C\c2ccc(F)cc2)C1=O
  A: 7.1; B: 2.7; C: 8.2; D: nt; E: -8.4; F: -1.8; G: -2.1; H: 6.7; I: -1.9
C/C(Cn1nnc([N+](=O)[O-])n1)=N\NC(=O)c1cccc(Cl)c1
  A: 4.3; B: 3.0; C: -4.3; D: -1.2; E: -0.9; F: 5.6; G: 4.6; H: -3.5; I: -5.7
COc1ccc(N(CC(=O)Nc2cc(Cl)ccc2C)S(=O)(=O)c2c(C)noc2C)cc1
  A: -2.0; B: 12.0; C: 2.4; D: 0.4; E: -10.9; F: -1.1; G: 6.9; H: -0.2; I: -4.0
O=C(N/N=C/c1ccco1)c1ccccc1OCc1ccccc1Cl
  A: 2.8; B: -3.5; C: 2.5; D: 11.4; E: 1.5; F: -16.8; G: 8.2; H: -8.5; I: 0.6
NC(=O)c1ncc(C(F)(F)F)cc1Oc1cccc(C(F)(F)F)c1
  A: 8.5; B: 1.3; C: 6.5; D: -8.6; E: -4.8; F: -5.1; G: 0.6; H: 0.6; I: 2.1
CCCCOC(=O)C1=C(C)Nc2nnnn2C1c1ccccc1Cl (stereo unspecified)
  A: 7.3; B: 10.4; C: -0.5; D: 12.7; E: 4.6; F: -1.3; G: 5.9; H: -3.0; I: -4.8
Cc1ccc(CNC(=O)c2ccc(N3CCC4(CC3)CC(c3cccc(Br)c3)=NO4)c(NC(=O)c3cccc(C)c3)c2)cc1
  A: -7.2; B: -2.5; C: -18.1; D: 8.1; E: -3.2; F: 6.8; G: 0.1; H: -4.8; I: -0.4

In a second layout: 2 of the compounds above
Molecule	PAFAH1B3 FP inh	ZTA counter	PAFAH2 FP inh	EBNA-1 inh	LYPLA2 counter	PREPL inh	pPAFAH FP inh	PAFAH1B2 FP inh	LYPLA1 counter
Cc1cccc(NC(=O)CSc2nncn2-c2ccccn2)c1	2.0	3.7	-1.7	-4.6	3.5	-4.5	1.2	-2.9	0.7
N#Cc1cc(-c2ccccc2)cnc1Cl	4.2	-10.1	5.1	2.4	4.2	-12.7	4.8	1.8	-0.4

Record cards, from the list above.
Entry for `CCNC(=S)N1CCN(S(=O)(=O)/C=C/c2ccccc2)CC1` = PAFAH1B3 FP inh = 3.4; ZTA counter = -0.3; PAFAH2 FP inh = 4.9; EBNA-1 inh = -12.9; LYPLA2 counter = -1.4; PREPL inh = 0.9; pPAFAH FP inh = 2.3; PAFAH1B2 FP inh = 2.8; LYPLA1 counter = -3.7
Entry for `O=C(N/N=C/c1ccco1)c1ccccc1OCc1ccccc1Cl` = PAFAH1B3 FP inh = 2.8; ZTA counter = -3.5; PAFAH2 FP inh = 2.5; EBNA-1 inh = 11.4; LYPLA2 counter = 1.5; PREPL inh = -16.8; pPAFAH FP inh = 8.2; PAFAH1B2 FP inh = -8.5; LYPLA1 counter = 0.6

The results go on.
Field names – A = PAFAH1B3 FP inh; B = ZTA counter; C = PAFAH2 FP inh; D = EBNA-1 inh; E = LYPLA2 counter; F = PREPL inh; G = pPAFAH FP inh; H = PAFAH1B2 FP inh; I = LYPLA1 counter
CCOC(=O)c1c(-c2ccc(C)cc2)csc1NC(=O)CCN1CCOCC1
  A: -2.1; B: -1.6; C: 3.5; D: -3.6; E: 1.0; F: 18.2; G: 18.5; H: 1.9; I: -2.1
CCN1C(=O)CC(N2CCC(C(=O)N3CCOCC3)CC2)C1=O (stereo unspecified)
  A: 3.3; B: -20.5; C: 6.1; D: 6.3; E: 7.1; F: -6.4; G: 0.7; H: 2.3; I: 2.4
Cn1c(=O)[nH]c(=O)c2c1nc(Br)n2C/C=N/NC(=O)c1ccccc1
  A: 1.2; B: 10.8; C: 6.9; D: 10.2; E: -5.8; F: 3.7; G: 0.9; H: 8.0; I: -2.8
O=S(=O)(c1ccc2ncn(O)c2c1)N1CCOCC1
  A: 0.5; B: -4.8; C: 0.2; D: -6.2; E: 1.3; F: -0.1; G: -3.0; H: 3.6; I: 0.4
CC(C)CNC(=O)c1cc2nc3c(c(C(F)(F)F)n2n1)CCc1ccccc1-3
  A: 0.9; B: 2.3; C: -0.9; D: -1.5; E: 0.2; F: -1.8; G: -1.0; H: 4.5; I: -1.2
O=C(NCCc1ccc(Cl)cc1)c1nnc(Cc2ccc(Cl)cc2)o1
  A: 5.2; B: 2.4; C: -2.4; D: -6.3; E: 11.9; F: -2.5; G: 0.3; H: 6.5; I: 3.2
Oc1ccccc1OCC(O)c1ccccc1 (stereo unspecified)
  A: 2.1; B: -10.9; C: -1.1; D: -1.6; E: 2.2; F: -5.6; G: -3.2; H: 6.3; I: -1.0
Cc1ccc2c(c1)c1c(n2CC(O)CNC2CCCCC2)CCCC1 (stereo unspecified)
  A: 10.5; B: 4.3; C: -9.9; D: 4.6; E: -4.3; F: 49.7*; G: 4.4; H: 3.2; I: 1.7
